Screens (PubChem BioAssay)
HTT ATP protect: Huntington cell model cytoprotection by ATP luminescence. hit rate 0.14% among 230,000. Potency, µM (doses to about 56.4 µM), without a hit: cytoprotection (ATP increase), most hits filed as activators. PC12 HTT-Q103 induced, cytoprotection, ATP luminescence, 40 h;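 further: potency means the concentration at half of the fitted maximal effect; % of control where 0% means no effect; nearly all actives have a fitted effect of over 45% in size; toxic huntingtin expression switched on by the ecdysone agonist tebufenozide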
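Stable PC12 Q103-GFP cells in serum-supplemented, phenol red-free DMEM; induction by tebufenozide at 100 nM final; compound dose series; cell viability quantified luminescently from ATP.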
Luc counter: blocks Kinase-Glo luciferase, a counter-screen artifact; Q27757; Kinase-Glo luciferase, ATP luminescence, 8 min; Potency, µM (top dose mostly 38.3 µM), for the others: at the top dose activity change, negative = inhibition, hits mostly inhibitors; hit rate 0.28% among 200,000; AID 1379; further: potency means the concentration at half of the fitted maximal effect; on the % scale 0 is the no-effect control and ±100 the full control effect; nearly all actives have a fitted effect of over 60% in size
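Compound is pinned into ATP-containing buffer (10 uM ATP, imidazole pH 7.2, 7 mM MgCl2). Kinase-Glo luciferase reagent is then added. Light output is recorded following an 8-min room-temperature incubation.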
IMPase Li inh: cell-permeable IMPase inhibitors with lithium potentiation | CHO-M1 cells, IP1 TR-FRET (IP-One), carbachol + lithium | Potency, µM (doses to about 59.4 µM), for inactives: at the highest dose activity, negative = IMPase inhibition, most hits filed as inhibitors | hit rate 0.35% among 210,000 | AID 1457;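 further: IP1 builds up when IMPase is blocked and the TR-FRET signal falls; potency means the concentration at half of the fitted maximal effect; plate controls were basal vehicle for no effect and high inhibitor control for full effect; nearly all actives have a fitted effect of over 50% in size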
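Concentration–response in CHO-M1 cells, lithium-potentiated; 30 min at 37C. IP1 detected by competitive TR-FRET after 10 min lysis at RT. Hill-fitted AC50.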
HttQ103 aggreg: reduces HttQ103-GFP aggregates in PC12 cells; PC12 HttQ103-GFP aggregates, Acumen cytometry, 40 h; Potency, µM (titrated, usually from 46.1 µM), inactives show top-dose activity change, negative = inhibition, most hits filed as inhibitors; hit rate 1.1% among 220,000; AID 1688; further: potency means the concentration at half of the fitted maximal effect; on the % scale 0 is the no-effect control and ±100 the full control effect; nearly all actives have a fitted effect of over 60% in size
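Aggregates are detected as GFP objects 1–25 µm with signal 6 STDEV over background in lysates of induced PC12 cells. These carry Huntingtin exon 1 with 103 glutamines fused to GFP under an ecdysone promoter; compounds titrated.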
SMN2 splice up: SMN2 splice variant enhancement; Potency, µM (series often up to 46.1 µM), without a hit: top-dose activity change, positive = activation, hits mostly activators; AID 1458; hit rate 2.8% among 210,000; HEK293 SMN2-luciferase splicing reporter, luminescence, 30-36 h; further: potency means the concentration at half of the fitted maximal effect; % of control where 0% means no effect; nearly all actives have a fitted effect of over 55% in size
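qHTS luciferase splicing reporter: luminescence rises when SMN2 exon 7 is included in transfected HEK293 cells. Compound exposure lasted 30-36 h at 37C, with 4.5 mM final sodium butyrate as control, followed by a ONE-Glo read.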
CBFb RUNX1 block: inhibitors of human CBF-beta and RUNX1 interaction. Q01196+Q13951. AlphaScreen CBFb-His/RUNX1-biotin binding, biochemical. Potency, µM (doses to about 59.8 µM), for the others: at the top dose activity, negative = inhibition, actives largely listed as inhibitors. 230,000 tested, under 10 active; further: % of control where 0% means no effect
Target sequence (Q01196 whole entry, looked up): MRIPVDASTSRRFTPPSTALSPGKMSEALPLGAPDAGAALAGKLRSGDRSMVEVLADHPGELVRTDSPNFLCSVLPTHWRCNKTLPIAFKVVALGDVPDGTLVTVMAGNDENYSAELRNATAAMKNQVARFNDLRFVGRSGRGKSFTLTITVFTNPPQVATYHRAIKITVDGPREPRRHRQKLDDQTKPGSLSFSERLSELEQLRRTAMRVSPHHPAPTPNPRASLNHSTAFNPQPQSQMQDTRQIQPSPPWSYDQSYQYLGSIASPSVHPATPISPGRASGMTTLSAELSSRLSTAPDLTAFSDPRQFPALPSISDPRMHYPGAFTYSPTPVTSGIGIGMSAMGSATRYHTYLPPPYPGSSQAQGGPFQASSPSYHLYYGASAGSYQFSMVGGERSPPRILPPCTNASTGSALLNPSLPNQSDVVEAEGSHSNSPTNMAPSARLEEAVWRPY
Target sequence (Q13951 whole entry, looked up): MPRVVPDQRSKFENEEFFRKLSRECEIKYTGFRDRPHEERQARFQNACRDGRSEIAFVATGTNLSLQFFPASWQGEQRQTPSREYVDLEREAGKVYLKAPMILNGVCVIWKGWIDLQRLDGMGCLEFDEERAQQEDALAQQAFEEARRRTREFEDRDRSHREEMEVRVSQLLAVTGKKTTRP
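Bead-based AlphaScreen assay; binding partners His-tagged CBF-beta and biotinylated RUNX1 at 30 nM each. Compound exposure 15 min after a 20-min protein preincubation; bead step 90 min; all steps at room temperature.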
LMNA splice mod: LMNA splicing modulation; HeLa LMNA splicing GFP/RFP minigene ratio, 48 h; Potency, µM (titrated, usually from 46.1 µM), inactives show top-dose ratio change, negative = inhibition, actives largely listed as inhibitors; hit rate 0.01% among 200,000; AID 1487; active means well fitted inhibition curve with a large enough effect in the signal ratio, with a control signal flat, not every such curve was filed as active; inconclusive means small, poorly fitted or top-dose-only effect, or effect the other way, or a change in a side signal; the % refers to the signal ratio; further: potency means the concentration at half of the fitted maximal effect; on the % scale 0 is the no-effect control and ±100 the full control effect
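Read-out is the ratio of GFP to DsRed2 object intensity, acquired by 488 nm laser-scanning cytometry on HeLa lamin A-EGFP minigene reporter cells. Compound incubation 48 hrs at 37 °C in Opti-MEM with 2% FBS; DMSO 0.5% final.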
An asterisk follows results filed as active; u = inconclusive; x = not tested or not shown; [ ] = another dose, or the depositor's remark. Unless noted, the call rests on the fitted dose curve; in most records, active means well fitted curve in the direction sought with a large enough effect; inconclusive means small, poorly fitted or top-dose-only effect, or another doubt; inactive means no such curve, though single readings can be large; an effect the other way counts as inactive or inconclusive. An unsorted share of the library. Share with any hit: about 4%.

Each structure is followed by: HTT ATP protect	Luc counter	IMPase Li inh	HttQ103 aggreg	SMN2 splice up	CBFb RUNX1 block	LMNA splice mod
CCC(=O)Nc1cccc(Br)c1
  -3.8%	-3.0%	14.0%[38.3 µM]	-11.9%	-6.8%	7.5%	-7.6%
C=CCn1c(COc2ccccc2)nnc1SCC(=O)N/N=C/c1ccc(C)cc1
  -3.5%	-4.4%	7.2%[38.3 µM]	9.0%	17.6%	-8.4%	-1.2%
Cc1ccc(NC(=S)NNc2ccc([N+](=O)[O-])cc2S(=O)(=O)Nc2ccccc2C(=O)O)cc1C
  -32.4%[10 µM]	-10.1%	3.4%	u	-5.7%	-8.1%	1.5%
O=C(O)c1oc2ccccc2c1CSCc1ccccc1
  -25.7%	1.4%	3.1%	10.3%	-2.6%	-2.0%	12.1%[9.22 µM]
O=C(Cn1cnc2ccccc2c1=O)NCc1ccco1
  -17.4%	-0.1%	-5.0%[38.3 µM]	23.4%	-6.2%	0.1%	10.0%
CCCCC(NC(C)=O)c1nc2ccccc2n1CCC (configuration not stated)
  -2.2%[10 µM]	-2.8%	8.4%	-19.8%	-6.0%	-3.8%	-1.3%
Cc1ccc(C)c(Cn2nnc3c(=O)[nH]c(C4CCCN(C(=O)C5CCCCC5)C4)nc32)c1 (configuration not stated)
  -0.7%	0.1%	27.4%[38.3 µM]	4.6%	5.9%	3.4%	-2.2%
CC(C)CC(OC(=O)c1ccco1)C(=O)NC1CCCCC1 (configuration not stated)
  -21.2%[10 µM]	x	x	17.1%	x	-0.2%	5.2%
Cn1c(=O)[nH]c(=O)c2c1nc(N1CCc3ccccc3C1)n2CCSc1nc2ccccc2s1
  9.6%[10 µM]	0.3%	23.8%[38.3 µM]	-6.6%	-9.8%	12.7%	2.9%
CCOC(=O)C1=C(c2ccccc2)NC(=S)NC1c1ccc(C)c([N+](=O)[O-])c1 (configuration not stated)
  12.2%[10 µM]	-3.7%	12.9%	16.1%	4.1%[1.84 µM]	-7.5%	-26.0%

The last 2 records of the section before open the next one.
Each structure is followed by: HTT ATP protect	Luc counter	IMPase Li inh	HttQ103 aggreg	SMN2 splice up	CBFb RUNX1 block	LMNA splice mod
Cn1c(=O)[nH]c(=O)c2c1nc(N1CCc3ccccc3C1)n2CCSc1nc2ccccc2s1
  9.6%[10 µM]	0.3%	23.8%[38.3 µM]	-6.6%	-9.8%	12.7%	2.9%
CCOC(=O)C1=C(c2ccccc2)NC(=S)NC1c1ccc(C)c([N+](=O)[O-])c1 (configuration not stated)
  12.2%[10 µM]	-3.7%	12.9%	16.1%	4.1%[1.84 µM]	-7.5%	-26.0%
CCC(C)NC(=O)Cn1c(=O)sc2ccccc21 (configuration not stated)
  -30.5%	2.4%	-3.3%	-12.1%	7.3%	10.0%	-1.6%[46 µM]
Cc1ccc(C(=O)COC(=O)c2cnccn2)cc1[N+](=O)[O-]
  u	1.8%	-0.3%	24.4%	6.8%	-7.0%	32.5%[46 µM]
COCCNC(=O)c1onc(CSc2ccccc2C)c1C(=O)O
  7.8%	-0.6%	-20.4%[38.3 µM]	9.0%	-6.0%	0.3%	4.9%[0.0737 µM]
O=S(=O)(Cc1cc(Oc2ccccc2)nc(-c2ccccc2)n1)c1ccccc1
  3.0%	-3.0%	16.3%[38.3 µM]	20.0%	-7.8%	-3.4%	27.2%
COc1ccccc1OCC(=O)Nc1ccc2c(c1)n(C)c(=O)n2C
  -57.1%[inhibitor]	1.8%	-5.6%	-17.6%	-9.5%	2.8%	3.1%[46 µM]
CCc1ccc(NC(=O)Cn2ncc3c4ccccc4n(C)c3c2=O)cc1
  17.6%[10 µM]	x	x	-3.2%[9.22 µM]	-3.0%	1.7%	x
COC(=O)c1cc2c(C)c(C)c3ccccn3c-2c1C(=O)OC
  -3.5%	-1.4%	u	-28.2%	0.2%	-11.1%	3.5%
COc1ccc(C(=O)COc2ccc(C)cc2NC(C)=O)cc1
  -9.5%[10 µM]	x	x	15.9%[9.22 µM]	x	1.9%	x
Cn1c2c(c(=O)n(C)c1=O)C(c1ccccc1Cl)C(C#N)=C(N)O2 (configuration not stated)
  23.6%[10 µM]	x	x	20.4%[9.22 µM]	x	0.2%	x
CC(Sc1nc(N2CCOCC2)c2c(c1C#N)CC(C)(C)OC2)C(=O)Nc1ccccc1 (configuration not stated)
  12.6%[10 µM]	0.4%	12.0%	13.5%	3.1%	-6.4%	-11.5%

Looked up above.
Cc1ccc(C(=O)COC(=O)c2cnccn2)cc1[N+](=O)[O-] in IMPase Li inh is listed with -0.3%
COC(=O)c1cc2c(C)c(C)c3ccccn3c-2c1C(=O)OC in LMNA splice mod is listed with 3.5%

The list continues.
Each structure is followed by: HTT ATP protect	Luc counter	IMPase Li inh	HttQ103 aggreg	SMN2 splice up	CBFb RUNX1 block	LMNA splice mod
O=C(NCCc1nc2ccccc2[nH]1)/C(=C/c1ccc2c(c1)OCO2)NC(=O)c1ccc(Cl)cc1Cl
  -0.5%[10 µM]	3.5%	6.4%	2.2%	-27.6%	-2.7%	u
CC(C)c1nc(NCC2CCCO2)c(C#N)c2c1COC(C)(C)C2 (configuration not stated)
  -34.8%	-6.5%	14.2%[38.3 µM]	-14.3%	-9.6%	11.5%	-5.3%
CC(C)(O)CCCC(C)(O)c1ccc(C(=O)O)cc1O (configuration not stated)
  11.6%[10 µM]	x	x	-18.3%[9.22 µM]	x	0.9%	x
Cc1cc(=O)n2cc(-c3ccccc3)nc2[nH]1
  -17.0%[10 µM]	-3.2%	12.4%[38.3 µM]	-0.2%	x	6.8%	-1.7%
Cc1c(NC(=O)Cc2noc3ccccc23)cccc1[N+](=O)[O-]
  4.9%	0.8%	2.2%	-3.2%	-14.9%	-28.3%	u
Cc1ccc(/C(O)=C2\C(=O)C(=O)N(c3cc(C)on3)C2c2cccc(Br)c2)cc1 (configuration not stated)
  -18.1%	3.4%	u	19.9%	-9.7%	5.2%	9.9%
CCC(=O)N1c2ccccc2C(N(C(=O)CC)c2ccccc2)CC1C (configuration not stated)
  -3.6%[10 µM]	x	x	17.4%[9.22 µM]	x	14.7%	x
Cc1cc2nc(NC3=NCN(Cc4ccc5c(c4)OCO5)CN3)nc(C)c2cc1C
  -20.8%[0.074 µM]	-8.5%	14.4%[38.3 µM]	-11.4%	-11.0%	4.0%	1.2%
NS(=O)(=O)c1ccc(CNC(=O)CSc2ccccc2)cc1
  -33.5%[inhibitor]	3.9%	0.0%	1.4%[9.22 µM]	-6.0%	6.0%	u
Cc1ccc2nc(N/C(=N/S(=O)(=O)c3cccs3)c3ccccc3Cl)sc2c1
  -17.6%	0.3%	7.4%	-7.3%	13.7%	-7.3%	-26.9%[46 µM]
COc1cccc(-n2c(SCc3ccccn3)nc3c(c2=O)SCC3)c1
  -6.5%	1.0%	-5.0%	15.0%	4.6%	-3.1%	x
Cn1c(Cl)cnc1C(O)(c1ccccc1)c1ccccc1
  -4.1%[10 µM]	x	x	-13.8%[9.22 µM]	x	7.8%	x
COc1cccc(CNc2ccc([N+](=O)[O-])cc2Cl)c1O
  12.5%	-1.6%	12.9%	-21.8%	-55.8%	-11.5%	12.2%[9.22 µM]
CN(C(=O)c1ccc(C#N)cc1)c1nnc(-c2cnccn2)s1
  1.2%[10 µM]	x	x	-3.6%[9.22 µM]	x	0.9%	x

Compound profiles (already shown). Order of values: HTT ATP protect	Luc counter	IMPase Li inh	HttQ103 aggreg	SMN2 splice up	CBFb RUNX1 block	LMNA splice mod
`COc1cccc(CNc2ccc([N+](=O)[O-])cc2Cl)c1O` is entered as 12.5%	-1.6%	12.9%	-21.8%	-55.8%	-11.5%	12.2%[9.22 µM]
`COCCNC(=O)c1onc(CSc2ccccc2C)c1C(=O)O` is entered as 7.8%	-0.6%	-20.4%[38.3 µM]	9.0%	-6.0%	0.3%	4.9%[0.0737 µM]
`CCc1ccc(NC(=O)Cn2ncc3c4ccccc4n(C)c3c2=O)cc1` is entered as 17.6%[10 µM]	x	x	-3.2%[9.22 µM]	-3.0%	1.7%	x
`COc1ccccc1OCC(=O)Nc1ccc2c(c1)n(C)c(=O)n2C` is entered as -57.1%[inhibitor]	1.8%	-5.6%	-17.6%	-9.5%	2.8%	3.1%[46 µM]
`CCC(C)NC(=O)Cn1c(=O)sc2ccccc21` (configuration not stated) is entered as -30.5%	2.4%	-3.3%	-12.1%	7.3%	10.0%	-1.6%[46 µM]
